TNAP inh hiacc – TNAP (human) inhibition, high acceptor | P05186 | purified TNAP, CDP-star luminescence, 1 M DEA | inhibition, % at 20 µM | 200,000 compounds, 0.03% hits | AID 1135;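 active = over 50% inhibition of tissue-nonspecific alkaline phosphatase at 20 µM in the single-dose screen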;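 note: plate controls were DMSO wells for no effect and EDTA-quenched wells as full inhibition for full effect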
NF-kB neuron act – compounds increasing NF-kB expression in human neuronal cells; NF-kB reporter expression; hits give high values; fold change at 12.5 µM; 190,000 compounds, 1.6% hits; AID 1239; in the data active = fold change above about 3.3
TNAP act hiacc – activators of human TNAP at high phosphate acceptor concentration | P05186 | purified TNAP, CDP-star luminescence, 1 M DEA, 30 min; hits give high values; 0 = EDTA background, 1 = DMSO-only activity | activation factor at 20 µM | 200,000 tested, under 10 active;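 active = activation factor at least 2 at 20 µM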
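Dosing: 20 µM single point. System: human TNAP. Amount: TNAP 1/800 final. Incubation: 30 min, room temperature. Read-out: TNAP activation factor scaled between EDTA and DMSO control wells. Signal: luminescence from CDP-star hydrolysis. Medium: 1 M DEA, pH 9.8, Mg2+, Zn2+. Control set: EDTA negative control, DMSO positive control.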
APP 5'UTR act – activates APP 5'UTR luciferase reporter | 190,000 compounds, 1% hits | activation, % at 2 µM | SH-SY5Y APP 5'UTR luciferase reporter, luminescence; zero percent = DMSO vehicle wells | AID 1276;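 active = activation above a set limit, based on mean plus 3 SD of controls, cut at about 140% in these data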; note: values of inactives mirror those of a sister screen read the other way
TNAP inh noacc – blocks human TNAP activity with no phosphate acceptor present; P05186; purified TNAP, CDP-star luminescence, 30 min; inhibition, % at 20 µM; 200,000 compounds, 0.26% hits;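 active = tissue-nonspecific alkaline phosphatase inhibition above about 50% at 20 µM in the single-dose screen, limit read from the data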;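 note: 0% = DMSO negative control and 100% = EDTA positive control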
FLuc stim CS – affects firefly luciferase, flagging false hits in luciferase stimulation screens; P08659; ATPlite luciferase biochemical, luminescence, 10 min; 0 = ATP-free wells, 1 = DMSO control; activation factor at 10 µM; 200,000 tested, under 10 active; AID 1027;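 active = luciferase activation factor, scaled between plate controls, of at least 2 with compound at 10 µM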
Target sequence (P08659 whole entry, looked up): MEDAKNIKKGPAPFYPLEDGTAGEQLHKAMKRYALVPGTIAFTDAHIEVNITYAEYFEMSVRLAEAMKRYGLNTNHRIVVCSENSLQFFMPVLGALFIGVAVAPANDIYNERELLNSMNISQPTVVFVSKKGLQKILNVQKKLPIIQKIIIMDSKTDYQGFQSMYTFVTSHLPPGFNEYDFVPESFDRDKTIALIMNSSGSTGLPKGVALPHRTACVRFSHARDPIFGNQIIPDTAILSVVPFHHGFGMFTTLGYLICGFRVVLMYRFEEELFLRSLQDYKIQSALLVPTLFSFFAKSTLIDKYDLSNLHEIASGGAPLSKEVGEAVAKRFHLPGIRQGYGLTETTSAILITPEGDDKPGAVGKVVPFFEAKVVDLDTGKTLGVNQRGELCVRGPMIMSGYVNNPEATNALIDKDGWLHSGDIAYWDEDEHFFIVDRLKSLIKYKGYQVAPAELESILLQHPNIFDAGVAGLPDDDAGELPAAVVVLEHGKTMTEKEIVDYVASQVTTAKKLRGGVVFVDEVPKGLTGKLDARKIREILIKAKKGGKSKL
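test system = cell-free luciferase reagent | medium = PBS as buffer for the ATP substrate | dosing = test compounds dosed from 2 mM stocks in 100% DMSO | incubation = 10 min at ambient temperature | detection = luminescence measurement of luciferase light output | benchmarks = low control with PBS replacing ATP, high control enzyme plus ATP without compound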
PMI act – activators of human phosphomannose isomerase; 190,000 compounds, 0.005% hits; purified human PMI, coupled resazurin fluorescence, 20 min; hits give high values; 1 = vehicle control, 0 substrate-free wells; activation factor at 20 µM; P34949;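 active = activation factor of 2 or more at 20 µM, relative to plate controls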
Target sequence (P34949 whole entry, looked up): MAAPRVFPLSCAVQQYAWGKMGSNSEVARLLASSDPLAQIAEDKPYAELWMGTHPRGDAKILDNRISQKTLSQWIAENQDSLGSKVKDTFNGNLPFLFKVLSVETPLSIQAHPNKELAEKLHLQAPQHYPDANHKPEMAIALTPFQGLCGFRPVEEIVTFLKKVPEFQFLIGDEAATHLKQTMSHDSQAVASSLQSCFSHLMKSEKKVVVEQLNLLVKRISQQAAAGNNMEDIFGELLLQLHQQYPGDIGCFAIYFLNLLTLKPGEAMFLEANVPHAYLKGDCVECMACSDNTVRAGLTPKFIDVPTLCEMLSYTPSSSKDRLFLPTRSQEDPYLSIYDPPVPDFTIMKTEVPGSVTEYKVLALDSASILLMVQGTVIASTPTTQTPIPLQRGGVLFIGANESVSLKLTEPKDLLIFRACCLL
bIAP activator – increases bovine intestinal alkaline phosphatase activity. AID 1016. activation factor at 20 µM. 200,000 compounds, 0.17% hits. purified bovine IAP, CDP-star luminescence, 30 min; hits give high values; fold of DMSO-control signal, blank-subtracted;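 active = activation factor of 2 or more at 20 µM, a signal rise over negative controls twice the positive control's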
FLuc inhib CS – inhibits firefly luciferase, flagging false hits in luciferase inhibition screens | ATPLite firefly luciferase biochemical luminescence, 10 min | 200,000 compounds, 1.5% hits | AID 1006 | inhibition, % at 10 µM | P08659;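 active = inhibition above about 50% when tested at 10 µM, limit read from the data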
PMI act satM6P – activators of human phosphomannose isomerase at near-saturating mannose 6-phosphate. coupled PMI enzyme assay, resazurin fluorescence, 20 min; hits give high values; 1 = untreated enzyme, 0 = substrate-free blank. activation factor at 20 µM. 190,000 compounds, 0.34% hits;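 active = activation factor of 2 or more at 20 µM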
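Test system: Human PMI in coupled enzyme assay | Input: 15 ng/mL PMI | Medium: HEPES-buffered pH 7.4 with magnesium and detergent | Compound: One concentration, 20 µM, in 1% DMSO | Incubation: Enzyme reaction with compound 20 min at room temperature | Detection: Diaphorase-driven resazurin-to-resorufin fluorescence, excitation 544, emission 590 nm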
An asterisk follows results filed as active; . = not tested or not shown.

TNAP inh hiacc	NF-kB neuron act	TNAP act hiacc	APP 5'UTR act	TNAP inh noacc	Structure	FLuc stim CS	PMI act	bIAP activator	FLuc inhib CS	PMI act satM6P
-2	0.94	1	8	-11	CC(NC(=O)c1ccccc1NC(=O)c1ccccc1)C(=O)N1CCOCC1 (configuration not stated)	1	1	0.9	-1	1
-4	1.2	1	21	-12	O=C(Nc1ccccc1C(=O)Nc1cccnc1)c1ccccc1	0.9	1.1	0.9	7	1
-1	0.98	1	15	-6	COc1ccc(-c2csc(NC(=O)C3CC(=O)N(Cc4ccco4)C3)n2)cc1 (configuration not stated)	1	0.9	1.1	-4	1
4	0.8	1	10	-11	COc1cc(/C=N/NC(=O)CC2(C)OCCCO2)ccc1OCc1ccc(Cl)cc1Cl	1	0.7	1.6	-3	0.5
-2	1.3	1	-11	-3	O=C(C(=O)N1CCOCC1)c1cn(CC(=O)N2CCc3ccccc3C2)c2ccccc12	1.1	1	1	-8	1
-2	1.4	1	2	2	CCOC(=O)COn1c(=O)c(-c2ccc(OC)c(OC)c2)[n+]([O-])c2ccccc21	1	1.3	1	0	1.1
0	1.2	1	-1	-9	O=C(CN1CCN(Cc2ccc3c(c2)OCO3)CC1)Nc1ccc(F)cc1	1	0.9	1.1	-2	0.9
1	0.88	1	.	-11	CCOC(=O)C(C)Sc1nc2ccccc2c(=O)n1CC (configuration not stated)	1.1	0.9	1	-6	0.9
-3	1.5	1	8	-18	CCSc1nnc(NC(=O)c2ccc(C)o2)s1	0.9	0.9	0.8	15	0.9
-1	1.4	1	4	-62	C/C(=N\NC(=S)NCc1ccccc1)c1ccc(C)o1	1.1	0.9	1	-5	0.8
1	1.3	1	-7	-4	CS(=O)(=O)N(CC(=O)N1CCOCC1)c1ccc2c(c1)OCO2	1	1	0.9	3	1
-8	1	1.1	7	-12	Cc1cccc2cc(C#N)c(NCCNS(=O)(=O)c3ccccc3)nc12	1	1.2	0.9	-5	1.1
-2	1.1	1	10	-5	COCCN(C(=O)c1ccccc1OC1CCN(S(C)(=O)=O)CC1)C(C)C	1.1	0.9	1.1	-6	0.9
-1	1.1	1	35	-17	NC(=O)C1(c2ccccc2)CCCN1C(=O)c1ccc(Br)cc1 (configuration not stated)	1	1	1	-2	1
-7	0.94	1.1	-4	-10	O=C(NC(Cc1ccccc1)C(=O)NC1CC1)OCc1ccccc1 (configuration not stated)	1.1	1	0.9	-6	1
-7	1	1.1	23	-11	Cc1ccnc(NS(=O)(=O)c2ccc(NC(=O)c3ccc4c(c3)OCCO4)cc2)n1	1	1	1	1	1
-4	1.4	1	28	-3	O=c1c(Cc2c(F)cccc2Cl)c(O)ccn1CCc1ccccn1	1.1	1	0.9	-9	1
-4	1.9	1	5	-12	CCOC(=O)c1cc2c(nc1N)CC(C)(CC)OC2 (configuration not stated)	1	1	1	2	1
-5	1.2	1	-15	-18	O=C(NCC1CCCO1)C(C(=O)c1ccccc1)n1ccccc1=O (configuration not stated)	1	1	1	0	0.9
2	1.2	1	12	-44	O=C(O)c1cccc(NC(=S)N/N=C/c2ccccc2OCc2cccc(Br)c2)c1	1	1	1	0	1
-6	1.1	1.1	-6	-13	CC(C)C(=O)Nc1nc2c(ncn2C2CC(O)C(CO)O2)c(=O)[nH]1 (configuration not stated)	1.1	0.9	0.9	-6	1
-3	0.84	1	3	-6	Cc1ccc(NS(=O)(=O)c2ccc(C(=O)N3CCN(c4ccccn4)CC3)cc2)cc1	1	1	1	-1	1.1
-4	1.1	1	.	-14	Cc1cc(NC(=O)CSc2nnc(C3CC3)n2Cc2ccccc2)no1	1.1	1.1	1	-7	1.1
-7	1.5	1.1	10	1	CCOC(=O)C1=C(CSc2nc(-c3ccncc3)ccc2C#N)OC(N)=C(C#N)C1c1cccnc1 (configuration not stated)	1.1	1.1	1	-8	1
-5	0.93	1.1	-6	-12	COCCNC(=O)c1ccccc1NC(=O)CN(c1ccc2c(c1)OCO2)S(C)(=O)=O	1.1	0.9	1	-8	1
1	1	1	-19	-24	COc1ccc(OC)c(/C=C/C(=O)OCC(=O)Nc2ccc3c(c2)OCCO3)c1	1	1	1	1	1
-4	1.1	1	3	-13	Cc1oc2c(c1C(=O)NCCCC(=O)O)CCCC2	1	1	0.9	-3	1
-3	0.76	1	-10	-5	O=S(=O)(c1ccc2c(c1)OCCO2)N(Cc1ccc(F)cc1)Cc1nnc(-c2cccs2)o1	1	0.8	1.1	0	0.8
-2	1.3	1	-10	1	CCCc1cc(C(=O)OC)c(NC(=O)c2cc(C)on2)s1	1	0.9	1	-3	0.9
-6	0.92	1.1	0	-11	O=S1(=O)CCN2C(c3ccc4c(c3)CCCC4)=CSC2=N1	1	0.9	0.9	-4	1
1	2.3	1	-9	-1	O=c1c2c3nc4ccccc4nc3n(Cc3ccccc3)c2ncn1Cc1ccco1	1	0.9	1.3	1	1
-1	1.3	1	4	-4	CCN(CC)CCNCC(O)(c1ccc(Cl)cc1)c1ccc(Cl)cc1	1.1	1.1	1.2	-6	1.1
3	1.2	1	6	4	CC1(C)C2([N+](=O)[O-])CN(CCO)CC1([N+](=O)[O-])CN(CCO)C2	1	0.9	1	-2	0.9
6	1	0.9	-3	-28	O=C1N/C(=N/NC(=O)c2cccc3ccccc23)S/C1=C\c1ccccc1OCc1ccccc1	1	1.1	1	-3	1.2
-1	1	1	-25	-7	CCn1c(SCC(=O)Nc2cc(C)on2)nc2c(c1=O)SC(C)C2 (configuration not stated)	1.1	0.9	1	-6	0.9
8	0.87	0.9	5	2	COc1nc(N2CCOCC2)nc(-n2cccc2)n1	1	0.9	1	0	0.9
-4	0.96	1	6	-10	Clc1cccc(NC2=NCCC2)c1	1.1	0.9	0.7	-6	0.9
-1	0.92	1	.	-9	CCOC(=O)C1CCCc2c1[nH]c1c(C(N)=O)cccc21 (configuration not stated)	1	1	1	1	1
-7	0.9	1.1	-1	-8	Cc1cccc(C)c1Nc1nnc(SC(C)C(=O)Nc2c(C)n(C)n(-c3ccccc3)c2=O)s1 (configuration not stated)	1.1	1	1	-6	1
-2	1.1	1	-17	-11	CC(C)CC(C(=O)OCC(=O)c1c(N)n(C)c(=O)n(C)c1=O)N1C(=O)C2CC=CCC2C1=O (configuration not stated)	1.1	1	1.1	-6	1

Brought forward from above: two compounds; new compounds follow.
TNAP inh hiacc	NF-kB neuron act	TNAP act hiacc	APP 5'UTR act	TNAP inh noacc	Structure	FLuc stim CS	PMI act	bIAP activator	FLuc inhib CS	PMI act satM6P
-7	0.9	1.1	-1	-8	Cc1cccc(C)c1Nc1nnc(SC(C)C(=O)Nc2c(C)n(C)n(-c3ccccc3)c2=O)s1 (configuration not stated)	1.1	1	1	-6	1
-2	1.1	1	-17	-11	CC(C)CC(C(=O)OCC(=O)c1c(N)n(C)c(=O)n(C)c1=O)N1C(=O)C2CC=CCC2C1=O (configuration not stated)	1.1	1	1.1	-6	1
-4	2	1	-18	-1	CN1CCN(C(=S)c2cn(CCOc3ccccc3F)c3ccccc23)CC1	1	0.9	1	-3	1
1	1.1	1	0	-4	CN1CCC(NC(=S)Nc2cccc([N+](=O)[O-])c2)CC1	1	1	1	-3	1
-2	1.1	1	-24	-16	Cc1c(Cl)cccc1NC(=S)N(Cc1cccnc1)Cc1ccccc1Cl	1.1	1	1	-7	1
-1	1.2	1	3	-4	CCc1ccc(-c2cc(C(=O)Nc3ccc(S(=O)(=O)NC(C)=O)cc3)c3ccccc3n2)cc1	0.6	1.1	1	39	1.2
-5	0.96	1.1	13	-14	O=C(Nc1ccccc1)N1C2CCC1CC(O)(c1cccnc1)C2 (configuration not stated)	1	0.9	1	-2	0.9
-3	1.2	1	1	-6	COc1ccc(N(CC(=O)NCCC2=CCCCC2)S(C)(=O)=O)cc1	1	0.9	1.1	4	1
-1	0.98	1	3	-8	Fc1ccccc1C1c2cccn2CCN1C(=S)Nc1cccc(Br)c1 (configuration not stated)	1	0.8	1	-2	0.7
-4	1.2	1	-6	7	COc1ccc(-c2nn3c(-c4ccc(F)cc4)nnc3s2)cc1	1.1	1	1.1	-7	1.1
-4	1	1	11	-6	NCc1ccccc1COc1ccccc1	1	1	0.9	-1	0.8
3	1.8	1	39	-7	CCOC(=O)c1ccc(NCCOC)c([N+](=O)[O-])c1	1	1	0.8	3	1
4	1	1	-2	-21	Cc1occc1C(=O)NNC(=S)NCC(C)C	1.1	1.1	1.3	-7	1.1
-7	3.7*	1.1	76	-15	Cc1ccccc1-c1nc(-c2cccnc2)no1	0.8	1.1	0.9	21	1
-4	0.97	1	4	-13	CCc1ccccc1NC(=S)N(CCc1ccncc1)C(C)C	1	1	1	-5	1.1
-3	1.2	1	12	-11	CCCC[C@@H]1C[C@H]1[C@@H](NC(=O)c1ccccc1)c1ccccc1C(F)(F)F	1	0.9	1	-4	0.9
5	1	1	14	-10	O=C(C[n+]1cccc(NC(=O)c2ccccc2)c1)c1ccccc1	1	0.9	0.6	-4	1.1
-4	1.1	1	4	-11	CN(C)c1nc(-c2cccnc2)nc(-c2ccc(Cl)cc2)c1C#N	1.1	1.2	1.1	-6	1.1
-6	1.1	1.1	9	-5	Nc1nc(N2CCN(c3ccc(F)cc3)CC2)n[nH]1	1.1	1.1	1	-6	1
-5	1.3	1	14	-15	CCOC(=O)c1cc(CC)sc1NC(=O)c1cc([N+](=O)[O-])ccc1N1CCOCC1	1	0.9	1	-3	0.9
-4	0.95	1	5	2	CCCN(CCC)CCNS(=O)(=O)c1ccc2c(c1)oc(=O)n2C	1.1	0.9	0.9	-5	1
-1	.	1	.	-11	O=C(NCc1ccc(F)cc1)c1cnc2sccn2c1=O	1.1	0.7	0.8	-6	0.9

Reprinted from the part before: 3 entries; new compounds follow.
TNAP inh hiacc	NF-kB neuron act	TNAP act hiacc	APP 5'UTR act	TNAP inh noacc	Structure	FLuc stim CS	PMI act	bIAP activator	FLuc inhib CS	PMI act satM6P
-5	1.3	1	14	-15	CCOC(=O)c1cc(CC)sc1NC(=O)c1cc([N+](=O)[O-])ccc1N1CCOCC1	1	0.9	1	-3	0.9
-4	0.95	1	5	2	CCCN(CCC)CCNS(=O)(=O)c1ccc2c(c1)oc(=O)n2C	1.1	0.9	0.9	-5	1
-1	.	1	.	-11	O=C(NCc1ccc(F)cc1)c1cnc2sccn2c1=O	1.1	0.7	0.8	-6	0.9
26	0.88	0.7	6	11	Cc1cc(C)c(S(N)(=O)=O)c(C)c1N(C)S(=O)(=O)c1ccccc1	1.1	1	1	-6	1
-1	1.5	1	11	-15	COc1ccc(C(=O)Nc2sc(C)c(C)c2CN2CC(C)OC(C)C2)cc1 (configuration not stated)	1	0.9	0.9	4	1.1
-2	0.99	1	20	-11	Fc1cnc(N2CCc3ccccc32)nc1N1CCc2ccccc21	1	1	1	3	1
-4	0.94	1	-19	-10	Cc1cc(=O)n2nc(N3CCC(C(=O)N4CCN(C)CC4)CC3)sc2n1	1	0.9	0.9	-1	1

Screens from PubChem BioAssay.
